Assay outcomes deposited in PubChem BioAssay by several laboratories.
proCasp3 act: activators of human procaspase-3 D3A mutant, primary screen, biochemical, absorbance, PC-3 D3A mutant, single concentration; activation, % at 8.5 µM; recombinant procaspase-3 D3A, Ac-DEVD-pNA absorbance 405 nm; 330,000 tested, 0.11% active; Caspase-3 (Homo sapiens), P42574;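 active = activation above the mean of all tested compounds plus 3 SD, cut at about 21% in these data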;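 note: 0% = DMSO alone and 100% = DMSO wells spiked with extra 5 µM PC-3 D3A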
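Assay system: Autoprocessing-dead procaspase-3 D3A mutant enzyme; also added: Ac-DEVD-pNA; doses: one concentration, 8.5 µM nominal, 0.8% DMSO; times: 1 h compound preincubation, 2 h substrate hydrolysis at 25 °C; technique: 405 nm absorbance of p-nitroaniline, reads at 0 and 120 min; measure: % activation between DMSO and enzyme-spiked controls; repeats: single replicate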
PP5 primary: PP5 phosphatase inhibitors, primary screen, biochemical, fluorescence. Serine/threonine-protein phosphatase 5 (Homo sapiens), P53041. purified PP5c, OMFP substrate fluorescence. inhibition, % at 6.7 µM. 320,000 tested, 0.18% active;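 active = inhibition above the campaign's mean inhibition across all tested compounds plus 3 SD, cut at about 9.5% in these data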;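 note: 0% = DMSO only and 100% = 100 µM cantharidin control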
GASC-1 inh: inhibitors of GASC-1 histone demethylase, primary screen, biochemical, fluorescence, DELFIA europium; GST-JMJD2C(1-420) H3K9me3 demethylation; inhibition, % at 2.35 µM; 330,000 tested, 0.069% active; AID 2099, 2009;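 active = more than half of a compound's replicate wells show inhibition beyond 50%, single wells judged on their own value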;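 note: signal counts dimethyl H3K9 product captured on neutravidin plate; 0% = median of DMSO wells and 100% = 0.3 times that DMSO median; strong numbers were not always called active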
Target sequence (Q9H3R0 1-420 limits assumed): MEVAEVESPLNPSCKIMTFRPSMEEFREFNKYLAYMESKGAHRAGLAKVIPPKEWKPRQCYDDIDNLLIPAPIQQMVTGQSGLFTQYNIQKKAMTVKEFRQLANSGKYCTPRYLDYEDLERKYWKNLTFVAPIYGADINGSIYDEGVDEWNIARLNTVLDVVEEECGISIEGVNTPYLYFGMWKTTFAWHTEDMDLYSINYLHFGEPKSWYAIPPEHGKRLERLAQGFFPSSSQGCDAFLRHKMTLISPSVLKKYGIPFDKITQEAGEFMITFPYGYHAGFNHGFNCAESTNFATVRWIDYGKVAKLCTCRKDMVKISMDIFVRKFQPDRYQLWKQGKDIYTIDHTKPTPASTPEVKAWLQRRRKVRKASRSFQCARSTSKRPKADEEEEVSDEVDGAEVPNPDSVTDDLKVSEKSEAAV
TPT1 inh: Candida albicans TPT1 enzyme inhibitors, primary screen, biochemical, fluorescence polarization | tRNA 2'-phosphotransferase TPT1 (Candida albicans SC5314) | inhibition, % at 5 µM | 300,000 tested, 0.81% active | recombinant caTPT1, FP RNA substrate dephosphorylation;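 active = inhibition above the mean of all tested compounds plus 3 SD, set per screening campaign, cut at about 24% in these data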;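 note: plate controls were DMSO alone for no effect and ferristatin control at 100 nM for full effect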
Efflux pump inh: inhibitors of Candida efflux pumps in yeast, primary screen, S. cerevisiae, Nile Red, multiplex. inhibition, % at 10 µM. 330,000 tested, 0.44% active. S. cerevisiae Candida pump triplex;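 active = plate passing quality check with inhibition over a set limit, or well fluorescence over plate mean plus 4 SD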;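 note: Nile Red retained in pooled yeast measured as flow cytometry median fluorescence; 0% = buffer negative control and 100% = Enniatin B positive control; higher means more Nile Red kept so more efflux inhibition; some compounds called inactive have numbers as strong as hits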
CTSL1 counter: Fasciola hepatica cathepsin L1 inhibitors, primary screen, counter-screen for PFM18AAP inhibitor project, biochemical, QFRET, fluorogenic peptide substrate | 300,000 tested, 0.49% active | inhibition, % at 5.96 µM | recombinant F. hepatica cathepsin L1, Z-Leu-Arg-MCA fluorescence;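 active = inhibition above the mean of all tested compounds plus 3 SD, set per screening campaign, cut at about 17% in these data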;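 note: 0% = plate median of test compound wells and 100% = 1 µM Z-Phe-Ala-diazomethylketone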
proCasp7 act: procaspase-7 activators, primary screen, counter-screen for procaspase-3 activator project, biochemical, absorbance, HTS, human; Caspase-7 (Homo sapiens), P55210; recombinant procaspase-7, Ac-DEVD-pNA absorbance 405 nm; D23A/D198A/D206A triple mutant, cannot self-cleave; scale: DMSO 0, 5 µM enzyme 100; activation, % at 8.5 µM; 330,000 tested, 0.093% active; AID 463210, 2010;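 active = percent activation above the screen-wide mean plus 3 SD, cut at about 25% in these data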
Target sequence (P55210 whole entry D23A/D198A/D206A): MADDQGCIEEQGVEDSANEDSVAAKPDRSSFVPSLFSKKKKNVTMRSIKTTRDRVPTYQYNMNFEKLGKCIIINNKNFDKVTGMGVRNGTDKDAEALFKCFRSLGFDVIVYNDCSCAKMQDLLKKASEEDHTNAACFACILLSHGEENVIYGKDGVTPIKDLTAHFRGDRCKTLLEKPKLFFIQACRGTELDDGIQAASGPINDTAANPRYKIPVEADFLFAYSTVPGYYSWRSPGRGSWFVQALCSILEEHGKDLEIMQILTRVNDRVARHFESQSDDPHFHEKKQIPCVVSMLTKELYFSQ
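System: Procaspase-7 triple mutant (PC-7 D3A); measure: % activation from two-timepoint absorbance difference, scaled to controls; times: 1 h compound preincubation, 2 h substrate cleavage, 25 °C; also added: Ac-DEVD-pNA substrate, 400 µM as added; measured by: Epi-absorbance of released pNA at 405 nm, two timepoints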
PP1 counter: PP1-alpha phosphatase inhibitors, primary screen, counter-screen for PP5 inhibitor project, biochemical, fluorescence, OMFP substrate, single point; AID 2235, 2010; inhibition, % at 6.7 µM; 320,000 tested, 0.9% active; purified PP1alpha;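 active = inhibition above the mean inhibition of all tested compounds plus 3 SD, computed separately for each screening campaign, cut at about 15% in these data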
Target sequence (P62136 whole entry, looked up): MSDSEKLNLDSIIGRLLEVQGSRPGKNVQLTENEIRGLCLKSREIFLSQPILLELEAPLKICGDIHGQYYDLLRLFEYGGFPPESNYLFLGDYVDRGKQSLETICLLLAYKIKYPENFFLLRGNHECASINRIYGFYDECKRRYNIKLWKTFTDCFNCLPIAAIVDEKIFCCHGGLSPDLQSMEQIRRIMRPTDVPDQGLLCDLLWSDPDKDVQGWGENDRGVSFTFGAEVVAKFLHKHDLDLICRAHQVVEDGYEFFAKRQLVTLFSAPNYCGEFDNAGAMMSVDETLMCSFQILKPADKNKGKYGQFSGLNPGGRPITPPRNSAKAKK
core dimer inh: inhibitors of HCV core protein dimerization, primary screen, biochemical, TR-FRET, high-throughput; inhibition, % at 5 µM; AID 1899, 2009; 300,000 tested, 0.33% active; TR-FRET GST/Flag-core106 dimerization, 1536-well;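 active = inhibition above the mean of all tested compounds plus 3 SD, set per screening campaign, cut at about 45% in these data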
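Assay system: tagged HCV core106 pair (GST and Flag); medium: KF-containing HEPES buffer, pH 7.45, DTT, CHAPS, BSA; also added: Eu donor and XL665 acceptor anti-tag antibodies; dosing: 5 µM single dose; timing: compound-protein-antibody incubation 4 h at 22.5 °C; signal: TR-FRET 671 and 617 nm emission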
* marks the source's active call; other numbers are inactive results; i = inactive; . = not tested or not shown; & = joins results of further samples. An unsorted share of the library; any-hit rate near 2.9%.

#1 CCOc1cc2[nH]c(=O)n(CCC(=O)NCc3ccc(OC)cc3)c(=O)c2cc1OCC
#2 COC(=O)c1ccc(CSc2ncnc3c2nnn3-c2ccc(F)cc2)o1
#3 O=C(Nc1ccc(C2=NCCN2)cc1)c1ccc(Cl)c(C(=O)Nc2ccc(C3=NCCN3)cc2)c1
#4 Cc1ccc(Sc2ccc(C(=O)NC(C)C)cc2[N+](=O)[O-])cc1
#5 CCOC(=O)c1cnn(-c2ccccc2)c1-n1cccc1C(=O)C(=O)N(CC)CC
#6 COc1ccc(CN2CN(S(=O)(=O)c3ccccc3)c3nc4ccccc4nc32)cc1
#7 CCCCn1c(N)c(N(CCC(C)C)C(=O)c2ccc3ccccc3c2)c(=O)[nH]c1=O
#8 CC(C)CC1NC(=O)N(CC(=O)N(C)C2CCCCC2)C1=O (stereo unspecified)

Screen / compound no.	1	2	3	4	5	6	7	8
proCasp3 act	1	4	0	-4	2	6	12	6
PP5 primary	0.4	2.2	1.0	0.0	-3.3	-0.3	0.6	.
GASC-1 inh	4	-3	-1	10	16	5	6	-3
TPT1 inh	0	-2	-4	-1	1	1	.	.
Efflux pump inh	0.2	0.0	-0.4	-0.2	0.0	-0.1	0.0	-0.1
CTSL1 counter	0	0	0	2	-1	-1	.	.
proCasp7 act	8	3	3	10	3	6	-5	1
PP1 counter	3	-4	7	0	-5	-1	2	.
core dimer inh	-2	-1	23	-1	2	5	.	.

4 of the compounds above, bar-delimited.
no. | smiles | proCasp3 act | PP5 primary | GASC-1 inh | TPT1 inh | Efflux pump inh | CTSL1 counter | proCasp7 act | PP1 counter | core dimer inh
2 | COC(=O)c1ccc(CSc2ncnc3c2nnn3-c2ccc(F)cc2)o1 | 4 | 2.2 | -3 | -2 | 0.0 | 0 | 3 | -4 | -1
6 | COc1ccc(CN2CN(S(=O)(=O)c3ccccc3)c3nc4ccccc4nc32)cc1 | 6 | -0.3 | 5 | 1 | -0.1 | -1 | 6 | -1 | 5
3 | O=C(Nc1ccc(C2=NCCN2)cc1)c1ccc(Cl)c(C(=O)Nc2ccc(C3=NCCN3)cc2)c1 | 0 | 1.0 | -1 | -4 | -0.4 | 0 | 3 | 7 | 23
8 | CC(C)CC1NC(=O)N(CC(=O)N(C)C2CCCCC2)C1=O (stereo unspecified) | 6 | . | -3 | . | -0.1 | . | 1 | . | .

Other entries:
#9 NCCCC[C@@H](C(=O)N1CCNCC1)n1cc([C@@H](N)CC(N)=O)nn1
#10 C=CCOC(=O)C1=C(C)N=C2SCCC(=O)N2C1/C=C/c1ccccc1OC (stereo unspecified)
#11 COC(=O)c1ccc2nc(NC(=O)COC(=O)CSc3nc(C)cc(C)n3)sc2c1
#12 CC(C)Cc1ccc(/C(=N/O)C(=O)O)s1
#13 Cc1ccc(C(=O)N2CCCC(Nc3ccc(C)c(C)c3)C2)c(=O)[nH]1 (stereo unspecified)
#14 COCCn1c(C)cc(C(=O)COC(=O)c2ccc(Cl)c(S(N)(=O)=O)c2)c1C
#15 N#Cc1ccc(C23OCCN2CCn2nc4ccccc4c23)cc1 (stereo unspecified)
#16 CC(C)c1cc(-c2n[nH]c(=S)n2Cc2ccccc2)cs1

Screen / compound no.	9	10	11	12	13	14	15	16
proCasp3 act	3	4	5	1	1	-4	1	-18
PP5 primary	0.3	-1.4	3.3	2.2	0.5	0.8	.	1.3
GASC-1 inh	3	-12	-2	26	-13	-25	39	2
TPT1 inh	-1	1	4	0	-4	-2	.	1
Efflux pump inh	-0.2	0.0	-0.2	0.7	-0.1	0.5	-0.1	0.1
CTSL1 counter	-2	-2	-4	-4	-1	-2	.	1
proCasp7 act	4	2	5	7	-9	3	-5	-14
PP1 counter	3	-9	0	0	-2	2	.	1
core dimer inh	-8	7	13	2	-3	4	.	1

#17 CC(=O)Nc1cc(C(=O)NCCN2CCN(Cc3ccccc3)CC2)ccc1Sc1ccc(C)cc1
#18 S=C(NCc1ccncc1)NC1CCCC1
#19 Cc1ccc(S(=O)(=O)Nc2ccc3c(c2)C(=O)N([C@H](C)CO)C[C@@H](C)[C@@H](CN(C)C(=O)Nc2cccc4ccccc24)O3)cc1
#20 COc1cc(OC)c(S(=O)(=O)Nc2ccccc2N2CCOCC2)cc1NC(C)=O
#21 O=C(NCCCC1CCCC1)C1CCC(=O)N(Cc2ccccc2F)C1 (stereo unspecified)
#22 COc1ccc(NS(=O)(=O)c2cccc(C(=O)NCC3CCCO3)c2)cc1 (stereo unspecified)
#23 Cc1ccc(S(=O)(=O)N[C@@H](C)C(=O)N2CCC(C(=O)N3CCC[C@H]3C(=O)O)CC2)cc1
#24 O=C(CCN1C(=O)COc2ccccc21)NCCCN1CCN(c2ccc(F)cc2)CC1

Screen / compound no.	17	18	19	20	21	22	23	24
proCasp3 act	-2	-1	4	3	5	-1	-1	-4
PP5 primary	3.0	2.3	.	-0.8	3.6	-3.0	-2.5	-1.2
GASC-1 inh	-6	11	34	-6	-2	-1	12&3	6
TPT1 inh	0	-1	.	-2	-1	4	1	0
Efflux pump inh	0.1	-0.2	-0.2	-0.1	0.1	0.0	0.1	0.0
CTSL1 counter	0	-3	.	0	3	2	2	3
proCasp7 act	0	-1	11	9	10	11	-3	-1
PP1 counter	-2	-1	.	6	-1	-7	-3	-3
core dimer inh	2	0	.	-3	1	2	-1	0

#25 Cc1[nH]c(=S)c(C#N)c2c1CCCC2
#26 COc1ccc(OC)c(CCNC(=O)C2CCN(c3ncnc4c3nc3n4CCCCC3)CC2)c1
#27 O=C(Cc1ccccc1)c1c[nH]c(C(=O)O)c1
#28 COc1ccc(N2CCCn3c2nc2c3c(=O)n(Cc3ccccc3F)c(=O)n2C)c(OC)c1
#29 COc1cc(C(=O)OCC(=O)NC(=O)NCc2ccccc2)ccc1OC(F)F
#30 OCCC1CN(Cc2cn[nH]c2C2CCCCC2)CCN1C1CCCC1 (stereo unspecified)
#31 Cc1ccc(-c2nnc(-c3ccc(NC(=O)Cc4cccs4)cc3)o2)cc1
#32 COc1ccc(-c2c3c(=O)n(C)c(=O)n(C)c3cn2-c2cccc(OC)c2)cc1

Screen / compound no.	25	26	27	28	29	30	31	32
proCasp3 act	-22	-2	-6	8	9	5	12	-3
PP5 primary	-2.0	0.2	1.4	2.1	3.6	-0.5	2.6	3.2
GASC-1 inh	-3	10	0	-1&-5	-5	-15	-7	7
TPT1 inh	3	-1	-3	0	.	1	0	-3
Efflux pump inh	0.1	0.9	-0.1	0.0	0.0	0.1	0.0	0.0
CTSL1 counter	-5	9	-1	0	.	2	6	-1
proCasp7 act	-24	10	-11	-9	3	-5	1	0
PP1 counter	1	2	1	2	2	-1	3	8
core dimer inh	9	3	-4	7	.	2	14	6

#33 CC(C)CCNC(=O)COc1ccc(C(=O)c2ccccc2)cc1
#34 CCCN(CCC)S(=O)(=O)c1ccc(NC(=O)c2cc(C(=O)OC)cc([N+](=O)[O-])c2)cc1
#35 CCCCCNC(=O)N[C@H](C(=O)O)C(C)C
#36 O=C1C(Cc2ccccc2)Nc2ncnc(N3CCc4ccccc4C3)c2N1Cc1ccc(Br)cc1 (stereo unspecified)
#37 Brc1ccccc1-n1nnc(-c2nccs2)n1
#38 O=C(CCCSc1ccccc1)Nc1nc(-c2ccco2)c(-c2ccco2)s1
#39 CC(Sc1ccc(S(=O)(=O)N2CCOCC2)cn1)c1ccccc1Cl (stereo unspecified)
#40 C=CCN(CC=C)S(=O)(=O)c1ccc(NC(=S)NC(=O)C2CC2)cc1

Screen / compound no.	33	34	35	36	37	38	39	40
proCasp3 act	0	-2	-2	4	3	-20	-9	3
PP5 primary	-0.2	2.1	-1.1	2.2	0.4	2.4	.	2.6
GASC-1 inh	12	-3	9	i	-7	16	-1	10
TPT1 inh	-5	1	-1	-1	0	4	.	1
Efflux pump inh	0.0	0.3	0.0	0.4	.	-0.5	0.2	-3.1
CTSL1 counter	5	1	0	5	-1	-5	.	-3
proCasp7 act	7	-1	3	-6	12	-16	-11	-10
PP1 counter	-6	-3	0	20*	-2	9	.	0
core dimer inh	2	3	-8	17	7	7	.	2

#41 CC(=O)N1N=C(c2ccccc2)CC1c1ccccc1[N+](=O)[O-] (stereo unspecified)
#42 Cc1nn(-c2ccc(F)cc2)c2sc(C(=O)OC3CCOC3=O)cc12 (stereo unspecified)
#43 C=CCc1ccc(OCC(O)CN2CCN(Cc3ccccc3)CC2)c(OC)c1 (stereo unspecified)
#44 CCn1c(CSc2nc3ccccc3[nH]2)n[nH]c1=S
#45 COc1ccc(OC)c(N(CC(=O)Nc2cccnc2)S(=O)(=O)c2ccc(OC)c(OC)c2)c1
#46 O=C(Oc1ccc(-c2csnn2)cc1)C1CC1
#47 COC(=O)c1ccsc1NC(=O)CN1CCN(Cc2ccc3c(c2)OCO3)CC1
#48 COC(=O)c1cc(NC2c3ccccc3C(=O)N2CCN2CCOCC2)cc(C(=O)OC)c1 (stereo unspecified)

Screen / compound no.	41	42	43	44	45	46	47	48
proCasp3 act	-4	-4	3	-4	4	-3	4	-2
PP5 primary	1.6	1.2	1.8	-1.1	2.3	-1.8	0.2	1.1
GASC-1 inh	-2	12	26	-3	-4	-1	10	1
TPT1 inh	0	-3	0	-2	-1	2	-1	3
Efflux pump inh	0.0	-0.1	0.0	-0.1	0.0	0.0	0.1	0.0
CTSL1 counter	0	1	-1	0	10	-6	1	0
proCasp7 act	15	13	3	-6	2	6	2	0
PP1 counter	3	2	-1	1	1	-2	-3	0
core dimer inh	3	0	10	-7	11	4	-2	0

#49 COc1cc(CN2CCCC(CO)(Cc3cccc(Cl)c3)C2)cc(OC)c1O (stereo unspecified)
#50 COc1ccc(N2CCN(CCCNC(=O)C(=O)c3c(C)n(C)c4ccccc34)CC2)cc1
#51 O=C(CSc1nc2ccccc2c(=O)n1-c1ccccc1Cl)NC1CCS(=O)(=O)C1 (stereo unspecified)
#52 S=C(NCCc1ccc(Cl)cc1)NCc1ccco1

Screen / compound no.	49	50	51	52
proCasp3 act	-4	8	3	-11
PP5 primary	1.4	0.9	0.6	2.0
GASC-1 inh	9	-9	.	4
TPT1 inh	-1	1	.	5
Efflux pump inh	0.0	0.1	-0.2	-0.1
CTSL1 counter	2	8	.	-1
proCasp7 act	-4	6	-4	-12
PP1 counter	0	-6	0	6
core dimer inh	3	-4	.	4
